RTF Ca sens inh – cardiac RTF calcium desensitization | P19429+P45379 | IANBD-labeled cardiac RTF, Ca2+ fluorescence | inhibition, % at 7.15 µM | actives 0.12% (n = 340,000) | AID 493244;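 active means inhibition above the mean inhibition of all tested compounds plus 3 SD, cut at about 17% in these data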;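 further: assay run at fixed EC70 calcium of 1.6 mM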
OPRM1-OPRD1 ag – OPRM1-OPRD1 heterodimerization agonism. cells, luminescence. activation, % at 9.3 µM. actives 0.3% (n = 340,000). AID 504326; in the data active means activation above about 18%;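 further: 0% = vehicle-treated cells and 100% = reference agonist; values of inactives mirror those of a sister screen read the other way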
OPRM1-OPRD1 inv – mu-delta opioid heterodimer inverse agonism; cell-based MOR-DOR heterodimer luminescence; AID 504357; P35372+P41143; actives 0.21% (n = 340,000); inhibition, % at 9.3 µM; in the data active means inhibition above about 22%, passing the limit was not always enough;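 further: 0% = cells with DMSO and 100% = wells without cells with DMSO; values of inactives mirror those of a sister screen read the other way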
V-ATPase pH – alters yeast V-ATPase proton transport; AID 504577; response, % at 10 µM; actives 0.37% (n = 350,000); S. cerevisiae, pHLuorin cytosolic pH fluorescence; in the data active means response mostly above about 7.3%, no sharp cut-off; inactive means mostly below about 5.4%; further: actives read high; inactives centre near 0; some compounds called inactive have numbers as strong as hits; reference of the scale not given here
Pemphigus Ab inh – human desmoglein-3 autoantibody binding inhibition. AID 588358. actives 0.48% (n = 310,000). DSG3-coupled beads, scFv-anti-DSG3-GFP binding, flow cytometry; stronger effect = lower value. binding (percent of control), % at 10 µM;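 active means binding more than 3 SD below its plate's average and above zero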;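 further: hits lower antibody fragment binding to DSG3; some compounds called inactive have numbers as strong as hits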
Target sequence (P32926 whole entry, looked up, the tested form may be a part): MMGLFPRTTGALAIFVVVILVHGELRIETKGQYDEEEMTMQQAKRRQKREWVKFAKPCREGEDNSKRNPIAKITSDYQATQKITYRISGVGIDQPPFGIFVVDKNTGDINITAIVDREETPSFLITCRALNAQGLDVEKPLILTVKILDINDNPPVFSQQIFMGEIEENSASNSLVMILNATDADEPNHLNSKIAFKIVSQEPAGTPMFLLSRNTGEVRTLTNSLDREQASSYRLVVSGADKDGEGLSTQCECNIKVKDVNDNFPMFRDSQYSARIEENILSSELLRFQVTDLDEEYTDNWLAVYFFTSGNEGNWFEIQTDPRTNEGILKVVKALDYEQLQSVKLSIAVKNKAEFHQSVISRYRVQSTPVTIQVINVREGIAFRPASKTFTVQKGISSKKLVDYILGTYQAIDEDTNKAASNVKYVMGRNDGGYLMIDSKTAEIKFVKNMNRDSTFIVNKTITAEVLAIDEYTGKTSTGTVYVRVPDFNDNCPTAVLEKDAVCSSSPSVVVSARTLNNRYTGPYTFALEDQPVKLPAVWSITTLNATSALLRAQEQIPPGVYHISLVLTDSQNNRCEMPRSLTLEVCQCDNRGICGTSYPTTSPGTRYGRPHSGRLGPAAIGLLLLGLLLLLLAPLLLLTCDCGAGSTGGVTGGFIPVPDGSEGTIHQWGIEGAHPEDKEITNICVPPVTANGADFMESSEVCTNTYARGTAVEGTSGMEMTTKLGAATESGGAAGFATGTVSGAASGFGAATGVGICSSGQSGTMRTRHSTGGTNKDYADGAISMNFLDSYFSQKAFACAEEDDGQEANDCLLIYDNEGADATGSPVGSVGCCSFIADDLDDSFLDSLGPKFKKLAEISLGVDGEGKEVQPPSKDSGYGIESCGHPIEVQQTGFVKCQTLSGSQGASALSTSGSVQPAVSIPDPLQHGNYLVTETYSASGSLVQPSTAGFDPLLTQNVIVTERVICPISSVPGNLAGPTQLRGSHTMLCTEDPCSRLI
Arr AP2 block – blocks beta-arrestin peptide binding to AP2 adaptin. FITC-arrestin peptide / GST-AP2 beads, flow cytometry; AP2 beta2 appendage carries R879A mutation. inhibition, % at 10 µM. actives 0.31% (n = 340,000);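 active means inhibition above a set limit, near 3 SD of compounds lacking own fluorescence, cut at about 54% in these data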;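 further: plate controls were DMSO wells for no effect and 5 µM unlabelled arrestin peptide for full effect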
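system = GST-tagged AP2 beta2-adaptin appendage (R879A) on 4 µm glutathione beads | reagent = FITC-labelled arrestin peptide probe, 50 nM final | schedule = compound with beads 12 min RT, then probe 1 h RT | signal = HyperCyt-sampled flow cytometry, FL1 channel, ex 488/em 535 nm | read-out = percent response from loss of bead-bound FITC fluorescence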
RTF Ca sens act – increases calcium sensitivity of human cardiac regulated thin filaments. AID 493008. P19429+P45379. actives 0.24% (n = 340,000). IANBD-labeled TnC RTF fluorescence at EC20 calcium; 0% EC20 calcium, 100% full calcium. activation, % at 7.2 µM;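 active means activation above the mean over all tested compounds plus 3 SD, cut at about 30% in these data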;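 further: rise in fluorescence read as greater calcium sensitivity of cardiac thin filaments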
Keap1-Nrf2 PPI – inhibitors of human Keap1-Nrf2 protein-protein interaction; Q14145; Keap1 Kelch-Nrf2 peptide fluorescence polarization, 1536-well; inhibition, % at 9.4 µM; actives 0.15% (n = 340,000); AID 504523; in the data active means inhibition above about 12%;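 further: human Keap1 Kelch domain with fluorescein labeled Nrf2 9mer peptide probe; 0% = neutral control wells and 100% = peptide positive control; higher means more block of Keap1 binding to Nrf2 peptide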
C-LANA FP – inhibitors of KSHV LANA C-terminal domain DNA binding; MBP-C-LANA/FAM-LBS DNA binding, fluorescence polarization; inhibition, % at 9 µM; actives 0.078% (n = 340,000); AID 504423;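 active means highest replicate inhibition at or above 60% at 9 µM, even if other replicates fall short; inactive means all replicates below 60% inhibition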;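 further: 0% = neutral control wells and 100% = 4 µM acridine orange control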
Wnt act – activators of Wnt/beta-catenin signaling | activation, % at 9.35 µM | Wnt/beta-catenin reporter cell assay, activator, plate reader | actives 1.2% (n = 300,000) | AID 743398; in the data active means activation above about 30%, passing the limit was not always enough;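 further: 0% = neutral control wells and 100% = positive control wells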
Starred values were filed as active, the others as inactive; nt = no result given; & = joins results of further samples.

SMILES	RTF Ca sens inh	OPRM1-OPRD1 ag	OPRM1-OPRD1 inv	V-ATPase pH	Pemphigus Ab inh	Arr AP2 block	RTF Ca sens act	Keap1-Nrf2 PPI	C-LANA FP	Wnt act
CCN1CCN(c2c(C=O)c(Cl)nc3ccc(OC)cc23)CC1	-1	1.5	-7	3	99	-2	0	2	-1.0	-2
CC(=O)C1C(c2cccc([N+](=O)[O-])c2)C2C(C)=NN=C2CC1(C)O (centres undefined)	0	-5.1	27	-2	108	-12	10	-1	3.0	-9
O=C(NCCc1ccc(F)cc1)C(=O)NCC1CCCN1S(=O)(=O)c1cccs1 (centres undefined)	2	2.8	-19	-7	115	1	3	-8	-1.0	4
Cc1ccc(-n2c(SCC(=O)Nc3nccs3)nc3c(c2=O)SCC3)cc1	-2	-0.3	2	1	nt	-4	6	-2	1.5	nt
Cn1nc(C(=O)NC2CCCCC2)c2ccccc2c1=O	-1	-3.1	16	0	98	-1	5	1	-0.4	-7
Cn1cc(/C=C/c2cc[n+](C)cc2)c2cc(Cl)ccc21	-178	-0.8	4	2	185	-1	206*	-142	-12	-11
Cc1ccc(S(=O)(=O)Nc2ccc3c(c2)CC(=O)N([C@H](C)CO)C[C@H](C)[C@H](CN(C)Cc2ccc4c(c2)OCO4)O3)cc1	4	-0.6	3	-2	100	-2	2	-1	2.2	-1
CCOC(=O)c1nn(-c2ccccc2C)c2nc(CC(C)C)c(C#N)c(=O)n12	-2	0.8	-4	-2	98	-1	-1	-7	2.0	nt
COc1ccc(C2=NOC(C(=O)Nc3ccc(C(C)=O)cc3)C2)cc1OC (centres undefined)	-2	-0.7	4	1	104	-5	1	1	-1.0	nt
O=C(COc1ncnc2ccc(Br)cc12)NC1CCCC1	7	-0.8	3	2	103	-2	-5	-9	-1.7	-2
CCN(CC)CCN1C(=O)c2ccccc2NC1c1cccc(F)c1 (centres undefined)	-7	0.0	0	4	100	-2	-2	-3	0.0	-1
COc1ccc(NC(=O)N(C)C[C@H]2Oc3ccc(NC(=O)Cc4ccccc4)cc3CC(=O)N([C@H](C)CO)C[C@H]2C)cc1	3	-2.5	11	1	104	1	1	2	1.2	-2
Cc1ccc(C)c(NC(=O)CN(C)C(=O)c2ccc3[nH]c4c(c3c2)CC(C)CC4)c1 (centres undefined)	-11	4.5	-28	4	96	-3	-1	-6	0.1	-4
CC1CCCC(C)N1C(=O)COC(=O)C1CCN(S(=O)(=O)c2c(Cl)cccc2Cl)CC1 (centres undefined)	4	-1.3	9	8	102	-3	0	-4	-1.9	-2
CCCc1nc(SCC(=O)Nc2ccc(S(=O)(=O)N(C)C)cc2)c2ccccc2n1	-5	-1.5	8	-4	100	27	1	-1	-1.0	nt
O=C(NCc1cccnc1)Nc1ccccc1	9	-0.7	5	-1	102	18	-2	-2	-0.6	3
O=c1n(S(=O)(=O)c2cccc3cccnc23)c2ccccc2n1S(=O)(=O)c1cccc2cccnc12	-4	2.7	-15	0	103	0	0	-3	2.3	-2&-1
O=C(C[C@H]1C/C=C\CC[C@H](Cc2ccc(F)cc2)C(=O)O[C@@H](c2ccccc2)CNC1=O)N[C@@H](CO)Cc1ccccc1	-5	-2.6	14	-1	100	-1	1	6	1.8	-7
CCC(C)NCCCOc1cc(Cl)ccc1Cl (centres undefined)	-1	-2.1	13	0	nt	9	-1	-2	-0.7	nt
CN(C)N1C(=O)CC(N2CCCC2)C1=O (centres undefined)	-7	-1.3	7	11*	110	-8	2	-3	0.8	-1
O=C(NC1CCCCC1)C(c1ccccc1)N1CCCC1 (centres undefined)	-4	-0.8	5	1	98	1	-5	6	4.1	7
Cc1ccc(S(=O)(=O)NNC(=S)NC(=O)c2ccc([N+](=O)[O-])cc2)cc1	4	0.8	-4	2	131	4	5	2	-0.2	-3
CCCNC(=O)c1cc2c3ccccc3n(C)c2s1	0	-2.3	11	2	104	-4	4	2	1.1	nt
O=C(COc1ccccc1)NCc1ccccc1	-5	-1.4	7	2	126	29	4	5	-0.2	-2

3 compounds out of the list above, arranged by the value under V-ATPase pH, low to high.
Structure | OPRM1-OPRD1 ag | OPRM1-OPRD1 inv | V-ATPase pH | Pemphigus Ab inh | Arr AP2 block | RTF Ca sens act | Keap1-Nrf2 PPI | C-LANA FP | Wnt act
O=C(C[C@H]1C/C=C\CC[C@H](Cc2ccc(F)cc2)C(=O)O[C@@H](c2ccccc2)CNC1=O)N[C@@H](CO)Cc1ccccc1 | -2.6 | 14 | -1 | 100 | -1 | 1 | 6 | 1.8 | -7
O=C(NC1CCCCC1)C(c1ccccc1)N1CCCC1 (centres undefined) | -0.8 | 5 | 1 | 98 | 1 | -5 | 6 | 4.1 | 7
Cc1ccc(C)c(NC(=O)CN(C)C(=O)c2ccc3[nH]c4c(c3c2)CC(C)CC4)c1 (centres undefined) | 4.5 | -28 | 4 | 96 | -3 | -1 | -6 | 0.1 | -4

Next entries follow.
SMILES	RTF Ca sens inh	OPRM1-OPRD1 ag	OPRM1-OPRD1 inv	V-ATPase pH	Pemphigus Ab inh	Arr AP2 block	RTF Ca sens act	Keap1-Nrf2 PPI	C-LANA FP	Wnt act
CCOC(=O)c1sc(NC(=O)C2CCC2)cc1C	-5	1.2	-8	-1	84	1	-6	-6	-3.5	37*
CCn1cc(C2=NC(CC(C)C)CO2)c2ccccc21 (centres undefined)	-2	6.8	-35	-1	87	1	-3	4	0.3	8
COC(=O)/C=C/COc1ccccc1[N+](=O)[O-]	-13	-1.5	7	-4	99	26	6	-2	0.5	6
Cc1ccccc1CCNC(=O)CCn1ccc2cc(S(=O)(=O)N3CCCC3)ccc21	5	-0.9	5	-1	90	2	2	1	0.5	-4
COc1cccc(-c2nn3c(-c4ccccn4)nnc3s2)c1	-1	-1.3	6	-1	101	2	-4	-2	1.1	nt
CC(C)Cc1nc(N2CCC(C(N)=O)CC2)c2nnn(Cc3ccccc3)c2n1	2	-2.9	15	2	95	5	2	-2	-0.3	nt
CN(C(=O)c1ccc(NC(=O)Cc2cccc(NC(=O)C3CCCN(C(=O)C4CCC4)C3)c2)cc1)C1CCCC1 (centres undefined)	-1	-1.9	11	-2	102	0	-3	0	-0.3	-3
O=C1/C(=C/c2cccc([N+](=O)[O-])c2)Oc2cc(O)ccc21	-5	-0.7	4	3	95	0	2	1	-0.7	-9
Cc1ccc(N/C=C/C(=O)c2sc(-c3ccccc3)nc2C)cc1	-22	1.2	-6	-4	109	0	17	0	5.1	-5
C=CCOC(=O)C1=C(C)NC(SCC(N)=O)=C(C#N)C1c1cccs1 (centres undefined)	-6	-0.4	2	2	18*	1	1	-4	0.1	nt
O=C(C1CCCCN1S(=O)(=O)c1ccccc1[N+](=O)[O-])N1CCOCC1 (centres undefined)	18*	-1.2	6	-2	106	3	5	2	0.8	-1
CC1CC(C)CN(CCCNC(=O)C2CCCN(c3nnc(N4CCCC4=O)s3)C2)C1 (centres undefined)	2	-0.6	3	6	105	9	-2	-1	-0.2	nt
Cc1cc(N2CCN(Cc3ccc4c(c3)OCO4)CC2)n2ncnc2n1	-10	-1.8	10	-6	106	3	-4	-2	2.0	-5
COc1ccc(Cl)cc1S(=O)(=O)NC(C)C(=O)NCc1ccccn1 (centres undefined)	-1	1.4	-11	6	110	-9	-6	1	2.1	-1
Cc1ccc(NC(=O)CN(C)C(=O)COc2ccc(C(=O)c3ccc(F)cc3)cc2)cc1	-14	0.1	-1	6	102	8	-6	-4	-1.3	-5
COc1ccccc1NC(=O)COC(=O)c1cc(C)nc2ccccc12	2	-2.0	8	-1	99	-6	5	-3	0.5	-1
Cc1nc(CCNC(=O)CC2C(=O)NCCN2CC(C)(C)C)nc2c1CCC2 (centres undefined)	3	-3.0	16	-1	108	43	0	-3	0.5	1
C/C(CC(=O)Nc1cccnc1)=N\NC(=O)c1ccc([N+](=O)[O-])c(Cl)c1	5	0.0	0	-3	nt	12	0	-3	3.7	-1
Cc1cccc(C(=O)NNC(=O)c2n[nH]c(=O)c3ccccc23)c1C	-6	1.8	-7	1	105	2	0	-3	0.6	5
CCCCOC(=O)CSC1=C(C#N)C(c2ccc3c(c2)OCO3)CC(=O)N1 (centres undefined)	-8	0.1	-1	-1	87	-10	-2	-7	2.8	nt
c1ccc2cc(OCCCn3ccnc3)ccc2c1	-1	0.7	-4	0	103	4	2	-2	-2.1	7
Cc1cccc(OCCC(=O)NNC(=O)Cn2nc(C)cc2C)c1	-2	-3.4	13	1	103	2	-4	4	1.1	-1
CC(=O)N1CCC(=NNC(=O)c2cccs2)CC1	0	-1.4	7	-1	110	35	-1	5	8.8	nt
Cc1nc(Nc2cccc(C(C)O)c2)c2nnn(Cc3ccccc3F)c2n1 (centres undefined)	-4	1.8	-8	1	118	-16	2	-3	-0.6	-1
Cn1nccc1C(=O)N1CCN(c2cccc(Cl)c2)CC1	-1	-2.7	14	3	101	-12	-1	3	-0.2	-2
O=S(=O)(NCc1cccnc1)c1cc(Cl)ccc1Cl	1	1.4	-8	1	98	21	-5	-2	0.3	1
Cc1csc(CN(C)C(=O)CC2C(=O)NCCN2Cc2ccc(F)cc2Cl)n1 (centres undefined)	2	4.1	-22	-2	96	-11	1	-2	2.1	0
NC(=O)C1(N2CCCCC2)CCN(Cc2ccccc2Cl)CC1	2	5.8	-36	1	100	7	4	-4	1.4	-17
CN(Cc1ccccc1)C(=O)CN1CCN(C(c2ccccc2)c2ccccc2)CC1	-1	1.0	-5	-3	nt	30	4	2	-0.4	-1
CCCCc1ccc(N2C(=O)[C@@H]3C(CC(N)=O)NC4(C(=O)Nc5ccc(F)cc54)[C@@H]3C2=O)cc1 (some centres undefined)	-11	1.0	-6	-5	100	-2	-4	-1	1.6	nt
FC(F)(F)c1cccc(CON=C2CCN(c3ncc(C(F)(F)F)cc3Cl)CC2)c1	-4	-1.8	8	-1	101	-4	-1	-1	-1.0	nt
CCOC(=O)CC1=C(C(=O)OCC)C(c2ccc(OC)cc2OC)C(C#N)=C(N)O1 (centres undefined)	-18	-2.6	15	2	106	2	3	-2	-0.7	nt
COc1cc2c(cc1NC(=O)C(C)Sc1ccc(NC(C)=O)cc1)oc1ccccc12 (centres undefined)	1	20*	-114	0	103	0	-2	-4	-1.8	nt
O=C(OCC(=O)c1ccccc1Cl)c1cnccn1	-21	-6.2	28	0	105	2	6	-6	0.4	nt
Cc1c(C(=O)N2CCN(S(=O)(=O)c3cccs3)CC2)oc2ccc(F)cc12	-7	0.8	-3	1	nt	-16	2	-3	1.4	-3
Cc1ccc(NC(=O)COC(=O)c2csc3c2CCC(C)C3)cc1S(=O)(=O)N1CCCCC1 (centres undefined)	0	1.4	-8	-4	116	16	23	-5	1.8	-1
O=C1NC(=O)C(=C2CCCCCC2)S1	10	0.5	-3	2	95	-4	0	2	-0.4	nt
C=CCc1ccccc1OCC(=O)N/N=C/c1ccc(OC(C)=O)cc1OC(C)=O	-13	2.7	-12	-4	95	19	15	6	-0.3	nt
O=C(CCc1nnc(CCCCc2ccccc2)o1)N1CCC(N2CCCC2)CC1	-4	-0.7	5	1	111	2	-2	3	1.9	-4

High-throughput results deposited in PubChem BioAssay by several laboratories.
